ADAM17 inh: inhibits human ADAM17. recombinant ADAM17, EDANS/DABCYL FRET peptide cleavage. actives 0.83% (n = 370,000). inhibition, % at 6.95 µM. P78536. AID 720648;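 active = inhibition above the mean of compounds lying between control limits plus 3 SD, set per campaign, cut at about 8.5% in these data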;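 note: 0% = DMSO-only wells as the low control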
hcDAF12 agonist: H. contortus DAF-12 activation, primary screen; AID 652067; activation, % at 6.8 µM; HEK293 hcDAF-12 lit1-tk-luc reporter, luminescence; 0% DMSO, 100% Δ7-dafachronic acid; actives 1.4% (n = 370,000);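 active = activation above the mean of all tested compounds plus 3 SD, cut at about 5.5% in these data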;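 note: 100% = response to 3 µM Δ7-dafachronic acid high control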
ADAM10 inh: inhibitors of human ADAM10 | O14672 | recombinant ADAM10, EDANS/DABCYL FRET peptide cleavage, 3 h | inhibition, % at 7 µM | actives 0.62% (n = 370,000);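 active = inhibition above a per-campaign cutoff equal to the mean of compounds falling between control-based bounds plus 3 SD, cut at about 20% in these data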;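 note: 0% = DMSO wells while the 100% control is not disclosed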
DAX1 inh-1: inhibits human nuclear receptor DAX1; HEK293 Gal4-DAX1 luciferase reporter, luminescence; inhibition, % at 6.75 µM; actives 0.99% (n = 340,000); AID 504766;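 active = inhibition above the mean over all tested compounds plus 3 SD, cut at about 4.2% in these data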;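 note: 0% = DAX1-transfected cells with DMSO and 100% = empty-vector control cells with DMSO; inhibition shows as a rise in luminescence from relieved DAX1 repression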
SMARCA2 activ: activators of SMARCA2 function; MG213 cells, MMTV-luciferase reporter, dexamethasone, overnight; activation, % at 9.1 µM; actives 1% (n = 370,000); AID 652017; in the data active = activation above about 7.8%;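 note: 0% = vehicle wells and 100% = reference activator wells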
PG9 Ab binder: small molecules binding HIV-1 gp120 antibody PG9 | TR-FRET gp120-PG9 antibody binding | inhibition, % at 6.7 µM | actives 0.43% (n = 360,000) | AID 624416; in the data active = inhibition above about 8.5%
ssDAF-12 act: activates DAF-12 receptor from parasite S. stercoralis | HEK293 ssDAF-12/GRIP1 lit1-tk-luc reporter, luminescence; % of 3 µM dafachronic acid response | activation, % at 6.8 µM | AID 652126 | actives 1% (n = 370,000);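 active = activation above the mean over all tested compounds plus 3 SD, cut at about 0.9% in these data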;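 note: 0% = DMSO-only wells and 100% = 3 µM delta7-dafachronic acid wells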
FXN GAA850 act: activators of GAA850 frataxin (FXN) promoter | HEK293 lucGAA850 FXN promoter luciferase reporter, 24 h; percent of 10 µM SAHA response | activation, % at 6 µM | actives 0.56% (n = 360,000) | AID 540364;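 active = activation above the average of all compounds screened plus 3 SD, cutoff fixed separately per campaign, cut at about 7.5% in these data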;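 note: 0% = DMSO wells and 100% = 10 µM SAHA wells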
NPR1 activator: GC-A (human) enzyme activation | P16066 | HEK293 GC-A cells, cGMP TR-FRET, EC30 ANP; 0% at EC30 ANP, 100% saturating ANP | activation, % at 10 µM | actives 0.14% (n = 370,000); in the data active = activation above about 40%
Target sequence (P16066 whole entry, looked up): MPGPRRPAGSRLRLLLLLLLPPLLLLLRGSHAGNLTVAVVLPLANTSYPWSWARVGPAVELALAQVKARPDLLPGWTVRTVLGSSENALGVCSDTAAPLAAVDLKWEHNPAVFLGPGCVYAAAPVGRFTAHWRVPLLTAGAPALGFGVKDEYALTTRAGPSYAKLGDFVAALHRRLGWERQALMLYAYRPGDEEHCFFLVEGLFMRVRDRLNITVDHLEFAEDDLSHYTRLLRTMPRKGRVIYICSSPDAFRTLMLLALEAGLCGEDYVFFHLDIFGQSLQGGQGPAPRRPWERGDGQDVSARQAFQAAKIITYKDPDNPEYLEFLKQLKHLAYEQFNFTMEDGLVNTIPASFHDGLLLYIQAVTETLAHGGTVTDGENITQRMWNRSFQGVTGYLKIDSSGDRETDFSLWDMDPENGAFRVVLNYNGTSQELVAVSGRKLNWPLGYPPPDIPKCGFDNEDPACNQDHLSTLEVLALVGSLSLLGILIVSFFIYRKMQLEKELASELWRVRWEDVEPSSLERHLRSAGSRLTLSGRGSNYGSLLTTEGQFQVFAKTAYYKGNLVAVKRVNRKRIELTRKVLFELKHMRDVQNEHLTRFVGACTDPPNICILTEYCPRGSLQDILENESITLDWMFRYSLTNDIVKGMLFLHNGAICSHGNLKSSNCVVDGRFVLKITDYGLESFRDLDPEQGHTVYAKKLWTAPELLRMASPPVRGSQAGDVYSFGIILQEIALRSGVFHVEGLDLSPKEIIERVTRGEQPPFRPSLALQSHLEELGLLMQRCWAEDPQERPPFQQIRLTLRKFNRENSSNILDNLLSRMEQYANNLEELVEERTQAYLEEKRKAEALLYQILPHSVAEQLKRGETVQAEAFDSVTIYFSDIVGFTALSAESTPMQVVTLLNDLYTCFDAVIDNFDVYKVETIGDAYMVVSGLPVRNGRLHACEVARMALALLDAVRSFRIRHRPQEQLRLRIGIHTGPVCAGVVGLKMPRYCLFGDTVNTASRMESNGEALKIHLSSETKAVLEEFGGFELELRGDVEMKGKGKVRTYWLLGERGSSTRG
DAX1 inh-2: inhibitors of DAX1 repression of SF-1 activated StAR promoter | HEK293T StAR-luciferase reporter, SF-1/DAX-1 repression relief | inhibition, % at 6.8 µM | actives 1.1% (n = 370,000) | AID 652010;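 active = inhibition above the mean over all tested compounds plus 3 SD, cut at about 3.6% in these data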;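 note: 0% = DAX-1 cells with DMSO and 100% = cells lacking DAX-1 with DMSO; higher inhibition means more luminescence from relief of DAX-1 repression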
hgDAF-12 ag: hgDAF-12 agonism, primary luciferase screen; HEK293 GAL4-hgDAF12 UAS-luciferase reporter, agonist luminescence; normalized to butyrate control; activation, % at 6.8 µM; actives 1.8% (n = 370,000);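 active = activation above a cutoff set at the mean of all screened compounds plus 3 SD, cut at about 10% in these data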;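 note: 0% = DMSO wells and 100% = sodium butyrate wells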
Active calls of the source: *; · = not tested or not shown.

SMILES	ADAM17 inh	hcDAF12 agonist	ADAM10 inh	DAX1 inh-1	SMARCA2 activ	PG9 Ab binder	ssDAF-12 act	FXN GAA850 act	NPR1 activator	DAX1 inh-2	hgDAF-12 ag
O=C(CN1CCN(c2ccc(F)cc2)CC1)Nc1ccccc1	-1	0.1	2	0.3	-2	-1.4	-0.7	0.3	0	-0.2	0.2
CCc1n[nH]c(=S)n1/N=C/c1ccc(N(CC)CC)cc1	-20	-1.3	7	0.5	1	1.6	-1.1	-1.6	1	-1.8	-2.1
COC(=O)C1=C(C)NC(=O)NC1c1c(O)ccc2ccccc12 (stereo not drawn)	-2	0.2	-4	-1.1	-2	-2.6	-0.5	2.3	1	-0.3	2.1
COc1ccc(C)cc1NC(=O)CNC(C)C(=O)Nc1ccc(C(C)=O)cc1 (stereo not drawn)	0	-1.2	2	-0.5	-1	-1.9	-0.7	-0.1	-3	-0.5	-3.0
C[C@H](CO)N1C[C@H](C)[C@@H](CN(C)C(=O)NC2CCCCC2)Oc2c(NC(=O)c3ccncc3)cccc2C1=O	-3	-1.5	7	-1.2	1	1.7	-1.4	-1.1	-1	-0.8	-1.5
CCCCOc1cccc(C(=O)Nc2ccc(S(=O)(=O)Nc3cc(C)on3)cc2)c1	-1	-2.6	-2	0.8	2	-2.4	-1.1	1.5	-1	0.0	5.4
CC1CN(S(=O)(=O)c2ccc(CN3C(=O)c4cccnc4C3=O)cc2)c2ccccc2O1 (stereo not drawn)	-3	4.0	-5	0.2	-3	0.6	-1.0	-0.5	0	0.8	0.9
COC(=O)c1ccccc1N1C(=O)C2C(C1=O)[C@H]1C=C[C@@H]2C1 (stereo partly drawn)	-3	-1.3	10	-0.1	-6	0.8	-1.2	-0.7	2	0.4	-1.9
Clc1ccc(OCCn2cnc3ccccc32)c(Cl)c1	-2	-1.5	8	0.4	3	0.4	-1.2	0.1	23	-0.1	6.8
COc1cc(C(=O)NCc2ccc(-c3nc4ccccc4s3)cc2)cc(OC)c1OC	1	3.7	-1	-0.3	5	10*	0.0	0.3	1	0.6	6.0
CCOc1ccc(N2CC(C(=O)NCc3nnnn3-c3ccc(C)c(C)c3)CC2=O)cc1 (stereo not drawn)	-3	-1.8	6	-0.4	-2	0.0	-1.2	-1.4	-1	-0.3	1.5
COc1ccccc1CC(=O)N1CCN(S(=O)(=O)c2cccs2)CC1	5	-3.7	1	0.7	-3	2.1	-1.4	-0.6	-2	-0.1	-3.0
CC(=O)c1cccc(NC(=O)C2CCCN2S(=O)(=O)c2cccc3nsnc23)c1 (stereo not drawn)	-1	0.9	7	-1.1	2	-1.0	-1.5	1.9	1	-0.3	0.2
O=C(OCC(=O)N1CCOCC1)c1cncc(Br)c1	-3	0.2	-1	0.4	-1	-0.8	-1.1	0.9	-1	1.1	1.4
Cc1ccc2oc(NC3=NC4(CCCC4)C4=C(CCCC4=O)N3)nc2c1	-7	3.7	-20	·	-3	0.8	0.2	0.1	-5	0.2	-0.9
Nc1c(C(=O)NC2CC2)c2nc3ccccc3nc2n1-c1ccc2c(c1)OCO2	-5	0.7	-18	0.8	1	-0.8	-0.5	-0.9	4	0.4	1.0
COCCn1nnnc1CN(Cc1ccco1)Cc1cc2cc3c(cc2[nH]c1=O)OCO3	-125	-2.0	-396	0.9	-2	2.2	-1.3	2.1	-3	-0.4	-0.5
O=C(N/N=C/c1ccco1)C12CC3CC(CC(C3)C1)C2	2	-0.2	12	-0.5	-1	-3.6	-1.0	0.1	5	0.8	7.1
CC1CC(=O)Nc2ccccc2N1C(=O)COc1ccccc1C(N)=O (stereo not drawn)	-2	0.1	-11	0.4	-7	1.6	-1.0	0.8	4	0.7	0.2
O=C(COC(=O)c1ccc(O)cc1)Nc1ccc(S(=O)(=O)N2CCCC2)cc1	-4	-1.0	-5	0.7	2	0.0	-1.4	-1.1	-5	-1.0	-0.3
Nc1nc(Nc2ccccc2F)nc(NC2CCCCC2)c1[N+](=O)[O-]	0	-1.5	6	1.0	1	0.1	-0.5	4.8	18	-0.2	-1.5
Cc1ccc(-n2c(-c3ccccc3)c[n+]3c2CCc2ccccc2-3)c(C)c1	-3	-4.9	3	-3.2	-6	1.7	-3.1	-12	-18	-6.1	-5.7
Fc1cc(Br)ccc1COc1ccc(-c2nnco2)cc1	-2	-0.1	-12	0.9	5	0.6	-0.4	4.7	17	-0.7	8.7
COc1ccc(OCCN2CCC(C(=O)NC(c3ccc(OC)cc3)c3ccccn3)CC2)cc1 (stereo not drawn)	-7	-1.1	-9	·	1	-0.4	-0.8	0.4	-3	0.6	-1.2

Shown in markdown: entries from further up.
| SMILES | ADAM17 inh | hcDAF12 agonist | ADAM10 inh | DAX1 inh-1 | SMARCA2 activ | PG9 Ab binder | ssDAF-12 act | FXN GAA850 act | NPR1 activator | DAX1 inh-2 | hgDAF-12 ag |
| --- | --- | --- | --- | --- | --- | --- | --- | --- | --- | --- | --- |
| Cc1ccc2oc(NC3=NC4(CCCC4)C4=C(CCCC4=O)N3)nc2c1 | -7 | 3.7 | -20 | · | -3 | 0.8 | 0.2 | 0.1 | -5 | 0.2 | -0.9 |
| Nc1c(C(=O)NC2CC2)c2nc3ccccc3nc2n1-c1ccc2c(c1)OCO2 | -5 | 0.7 | -18 | 0.8 | 1 | -0.8 | -0.5 | -0.9 | 4 | 0.4 | 1.0 |
| COCCn1nnnc1CN(Cc1ccco1)Cc1cc2cc3c(cc2[nH]c1=O)OCO3 | -125 | -2.0 | -396 | 0.9 | -2 | 2.2 | -1.3 | 2.1 | -3 | -0.4 | -0.5 |

The results go on:
SMILES	ADAM17 inh	hcDAF12 agonist	ADAM10 inh	DAX1 inh-1	SMARCA2 activ	PG9 Ab binder	ssDAF-12 act	FXN GAA850 act	NPR1 activator	DAX1 inh-2	hgDAF-12 ag
CCC(=O)Nc1c(C#N)c2nc3ccccc3nc2n1C1CCCCC1	-44	-1.1	-135	0.5	-1	0.8	-0.8	2.8	4	-1.0	1.4
O=C(NCCSc1ccccn1)c1ccc(Cl)cc1Cl	-2	4.3	1	1.3	6	-1.0	-0.4	4.6	-3	7.3*	15*
Cc1ccc(NC(=O)c2cc(N3CCOCC3)nc3ccccc23)cc1	-34	5.3	-100	0.3	0	-0.4	0.0	-4.1	5	-0.4	0.1
O=C(Nc1ccc(S(=O)(=O)Nc2nccs2)cc1)c1cc(-c2ccncc2)nc2ccccc12	-4	3.0	-7	0.4	-4	-2.1	-0.6	0.2	-7	1.5	-1.4
O=C(NC(=S)NCCc1ccccn1)c1ccccc1	1	0.4	-7	0.6	4	-1.4	-0.6	0.9	4	0.6	7.4
O=C(NCc1cccnc1)c1cc([N+](=O)[O-])ccc1N1CCOCC1	-3	0.2	-4	-1.4	1	0.1	-1.1	1.6	6	0.2	-1.4
CCn1ccnc1C(O)c1cccc(OC)c1 (stereo not drawn)	2	-1.6	3	0.6	1	-8.8	-0.8	0.9	1	0.0	2.2
O=C(Nc1ccccc1OCc1ccccc1)c1ccccc1Br	-3	-1.3	1	1.0	-3	3.5	-1.2	1.1	-2	-0.6	1.7
COc1ccc(C(=O)/C=C2/C(=O)Nc3ccccc32)c(OC)c1	-4	0.9	-1	-1.1	2	2.0	-0.9	0.8	-5	-0.7	1.1
CC(C)(C)NC(=O)c1cccc(NC(=O)c2ccc(NC(=O)c3ccco3)cc2)c1	-5	-1.9	5	-1.4	-2	-1.3	-1.5	-0.3	3	-0.8	-3.5
Fc1ccccc1Cc1noc(CN2CCC(OCc3cccnc3)CC2)n1	-3	-2.2	-1	·	1	-0.1	-1.6	0.1	-2	-0.7	0.6
CCCN1CN=C(NS(=O)(=O)c2ccc(C)cc2)NC1	0	1.9	-2	-1.1	-1	-0.8	-1.2	0.1	1	0.4	3.3
O=C(COC(=O)C1=COCCO1)Nc1cc(Cl)c(Cl)cc1Cl	-4	1.1	-5	0.3	1	1.0	-0.5	2.1	-1	-0.2	1.5
CCOC(=O)c1ccc(COC(=O)CCc2nc3ccccc3[nH]c2=O)o1	-24	-0.7	-83	-0.1	1	0.9	-1.5	2.2	-3	-0.5	2.2
CC(C)Cc1nnc(NC(=O)CSc2nc(O)c(Cc3ccccc3)c(=O)[nH]2)s1	-1	1.1	-3	1.6	-1	-0.9	-1.6	1.3	2	-0.2	-1.1
COc1ccc(N2CCN(C(=O)CN3C(=O)C4CC=CCC4C3=O)CC2)cc1 (stereo not drawn)	-3	-0.4	-6	-0.1	-1	-2.5	-0.7	0.6	-4	0.0	1.2
Cc1cc2c(cc1C)NC1(C(=O)Nc3ccccc31)C1=C(CC(C)(C)CC1=O)N2 (stereo not drawn)	-2	1.9	2	0.4	2	-0.3	-0.7	1.9	-33	0.2	-1.0
CCOc1ccc(CCN2C(=S)N([C@@H](CC(C)C)CN3CCCC3CN3C(=S)NC[C@@H]3Cc3ccc(O)cc3)C[C@@H]2Cc2ccccc2)cc1 (stereo partly drawn)	3	1.6	1	0.1	4	0.5	-0.7	-3.7	2	1.8	1.4
Cc1nn(-c2ccc(F)cc2)c(C)c1/C=C/C(=O)N1CCNC(=O)C1	2	-0.8	2	-1.1	-4	-3.2	-1.3	-1.8	-2	0.7	1.7
COc1ccc(C(=O)NC(=S)N(C)C2CCCCC2)cc1	-3	2.2	-7	-0.2	3	-1.5	-0.9	1.1	6	0.6	5.5
COc1cc(C=NNC(=O)c2ccc(NS(=O)(=O)c3cccs3)cc2)cc(Br)c1O	1	0.3	-8	0.2	2	-4.6	-1.3	-0.7	1	0.6	0.8
O=C(NCCc1c[nH]c2ccccc12)c1ccc(F)cc1F	1	1.9	-4	2.1	4	1.1	-0.6	2.4	-1	0.6	9.7
CC(=O)Nc1ccccc1Sc1ccccc1	-1	-1.7	-2	-1.3	1	0.3	-1.9	1.6	3	-1.0	-0.6
c1ccc(C2CNCCc3ccccc32)cc1 (stereo not drawn)	1	-0.6	1	0.2	-1	-1.4	-1.3	1.1	-8	0.1	-1.9
O=C(/C=C/c1ccccc1[N+](=O)[O-])N1CCN(c2ccccc2F)CC1	-2	-0.1	5	-0.9	0	0.9	-1.4	0.7	-5	0.5	-1.4
CC1=CC(c2ccccc2)n2nnnc2N1 (stereo not drawn)	-17	-0.8	-25	11*	-3	-2.0	-0.5	0.6	2	-0.2	2.8
O=C(NCCc1ccccc1)/C(=N\O)c1ccccc1	-1	2.2	-1	1.7	1	-1.7	-0.4	-0.2	1	1.3	6.6
CCn1c(=O)cc(SCC(=O)NCc2ccc(C)o2)c2ccccc21	-4	-1.0	-18	2.8	-4	-1.8	-1.6	-1.1	-3	0.0	1.7
CCOC(=O)c1csc(NC(=O)CCSc2ccccc2)n1	-2	-2.1	1	0.6	0	-1.3	-1.8	0.1	1	-0.5	0.3
O=C(c1cccs1)N1C[C@@H](n2cc(C3CC3)nn2)[C@H](O)C[C@@H]1c1ccc(Cl)cc1	-2	-1.3	-2	1.2	0	-0.3	-1.1	0.9	-10	-0.9	6.6
Cc1nonc1C(=O)N/N=C/c1cc2c(cc1Br)OCO2	3	1.1	1	-0.1	4	-1.8	-1.6	4.6	2	-0.2	-0.6
Cc1cccc(-n2c(SCC(=O)NCc3ccco3)nnc2-c2ccco2)c1	-5	-1.0	-6	0.1	-2	-0.3	-1.5	3.8	2	0.0	0.8
COc1ccccc1N1CCN(C(=O)c2cc(=O)c3c(C)cc(C)cc3o2)CC1	-2	-0.8	1	2.1	-1	-0.5	-0.3	4.3	5	-0.3	0.7
